FN deposition inh: fibronectin deposition inhibition; AH1F fibroblasts, Alexa488-fibronectin deposition fluorescence, overnight; inhibition, % at 12.6 µM; 0.086% of 350,000 active; AID 743247;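 active = mean inhibition across replicates of 30% or more, regardless of how many single replicates reach that level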;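 note: positive control wells lacked labelled fibronectin entirely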
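Assay system: AH1F fibroblasts / Quantity: 10000 cells per well / Medium: DMEM plus 2% serum, read in PBS / Reagent: labelled fibronectin 24 nM / Dosing: single dose, pinned / Times: 1 h cell attachment, overnight exposure to compound and label / Signal: fluorescence, ex 485 nm, em 525 nm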
RAD54 inh: blocks human RAD54 Holliday junction branch migration. AID 602329. 0.14% of 360,000 active. inhibition, % at 10.4 µM. Q92698. FAM/BHQ fluorescence;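 active = mean normalized replicate activity at least 40 and at least half of replicates scoring 40 or more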;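 note: 0% = median of neutral control wells and 100% = median of positive control wells; inhibitors cause a drop in the FAM fluorescence signal; in these data hits start at about 50%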
Target sequence (Q92698 whole entry, looked up): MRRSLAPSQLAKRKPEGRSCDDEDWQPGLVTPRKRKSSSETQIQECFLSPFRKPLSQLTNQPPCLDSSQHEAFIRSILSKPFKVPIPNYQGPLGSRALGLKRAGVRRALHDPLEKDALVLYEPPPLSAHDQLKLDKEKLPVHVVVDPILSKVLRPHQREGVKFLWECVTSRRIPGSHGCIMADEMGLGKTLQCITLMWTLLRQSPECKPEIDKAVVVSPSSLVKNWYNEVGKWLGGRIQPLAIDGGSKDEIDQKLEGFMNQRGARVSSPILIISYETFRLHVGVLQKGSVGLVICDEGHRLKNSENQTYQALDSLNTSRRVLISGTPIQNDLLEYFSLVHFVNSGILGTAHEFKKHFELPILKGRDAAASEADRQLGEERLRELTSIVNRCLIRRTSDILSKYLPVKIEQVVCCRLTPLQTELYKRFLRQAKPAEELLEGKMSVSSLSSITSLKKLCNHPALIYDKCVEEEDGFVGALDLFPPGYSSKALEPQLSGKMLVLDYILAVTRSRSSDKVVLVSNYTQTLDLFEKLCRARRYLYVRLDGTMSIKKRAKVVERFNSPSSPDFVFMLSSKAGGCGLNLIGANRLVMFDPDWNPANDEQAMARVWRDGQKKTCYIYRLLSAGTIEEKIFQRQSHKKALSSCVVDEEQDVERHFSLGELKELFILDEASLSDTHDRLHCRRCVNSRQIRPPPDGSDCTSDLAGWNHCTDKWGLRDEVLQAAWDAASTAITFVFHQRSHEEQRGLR
esBAF inh: SWI/SNF esBAF complex inhibition. mouse ES cells, Bmi1-luciferase knock-in reporter, 24 h; 100% = twice the neutral-well signal. reporter increase, % at 12.5 µM. 2% of 350,000 active; in the data active = activation above about 40%;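 note: 0% = median of the plate's neutral control wells and 100% = double that signal; a rise in the Bmi1 reporter signal indicates esBAF inhibition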
Starred values were filed as active, the others as inactive.

Results follow in this order: RAD54 inh	FN deposition inh	esBAF inh
Oc1ccc(Cl)cc1CNCC1CCCO1 (centres undefined)
 : -2	-4	-2
O=C(N=c1nc2ccccn2s1)c1ccccc1
 : -17	-5	-58
CC1CCCCC1NC(=O)COC(=O)c1ccc(N(C)C)cc1 (centres undefined)
 : 5	9	-1
CCN(CC(=O)NCc1cccs1)C(=O)c1cc(S(=O)(=O)N2CCOCC2)ccc1C
 : -1	3	0
COC(=O)COc1ccc(=O)n(-c2ccccc2)n1
 : -9	-6	-4
Cc1ccccc1-n1nc(C)c2cc(C(=O)NC3CC3)sc21
 : 3	1	4
COc1ccc(N2CCc3c(C)nc4c(OC)cc(OC)cc4c32)c(OC)c1
 : 44	-3	-8
CCCCc1cc(=O)oc2cc(C)cc(OCC(=O)O)c12
 : 1	-1	-3
CC1(C)Cc2cccc(OCC(=O)NC3CC3)c2O1
 : -3	1	-3
CC(C)C(NC(=O)c1cccs1)C(=O)NC1=NCCS1 (centres undefined)
 : -2	-10	-9
COc1ccc(C2C(=O)c3ccccc3C2=O)c(OC)c1
 : 10	9	6
COC(=O)c1ccccc1NC(=O)C1CC(=O)N(c2ccc(C)cc2)C1 (centres undefined)
 : 9	3	-8
CC1CCCC(C)N1C(=O)c1ccccc1Nc1ccc(SC(F)F)cc1 (centres undefined)
 : 9	-3	-4
COc1cc(S(=O)(=O)N2CCN=C2c2ccccc2)ccc1F
 : 1	5	9
Cc1cccc(N2CCN(C(=O)c3cccc(N4C(=O)C5CC=CC(C)C5C4=O)c3)CC2)c1C (centres undefined)
 : 1	-2	-2
O=C(Nn1c(O)c(C=C2N=c3ccccc3=N2)sc1=S)c1ccccc1
 : 5	1	3
O=C(O)C1C2C=CC(C2)C1C(=O)N1CCN(CCO)CC1 (centres undefined)
 : -6	2	-1
O=C1CC(NCc2ccccc2F)C(=O)N1c1ccccc1 (centres undefined)
 : -5	9	-4
O=C(Nc1ccc2c(c1)OCO2)C1CCCN1C(=O)NCc1ccccc1 (centres undefined)
 : 3	-5	-7
COc1ccc(CCn2c3c(c(=O)[nH]c2=O)C(NC(=O)c2cccs2)(C(F)(F)F)C(=O)N3)cc1OC (centres undefined)
 : 4	-2	-11
COc1cccc(NC(=O)CSc2nnc(-c3ccoc3C)n2CC2CCCO2)c1 (centres undefined)
 : 0	4	-7
COc1cc(S(=O)(=O)NC2CCCCC2)ccc1F
 : -7	-6	10
Cc1cc(OCC(=O)c2ccc(Br)cc2)ccc1N1C(=O)CCC1=O
 : 1	2	-8
O=C(CCSc1nc2cc(Cl)ccc2o1)N1CCOCC1
 : 0	-7	4
COCCCN1C(=O)c2ccc(C(=O)Nc3ccccc3OC)cc2C1=O
 : 2	8	4
O=C(CSc1ncn(-c2ccccc2)n1)Nc1ccc2c(c1)OCO2
 : -5	-5	-7
COc1ccc(-c2cc3nc[nH]c(=O)c3s2)cc1
 : 2	10	7
Cc1cc(NC(=O)CSc2nnc(-c3ccoc3C)n2N)no1
 : -14	2	-6
Fc1ccccc1CSc1nnc(-c2ccccc2)o1
 : 7	-4	31
Cc1ccc(N2C(=O)c3ccc(C(=O)N4CCN(c5cccc(C)c5C)CC4)cc3C2=O)cc1
 : 4	4	-4
COCCNC(=O)C1(C)Oc2ccccc2NC1=O (centres undefined)
 : -28	11	-4
COc1cc(C(=O)OC(C)CN2CCN(C)CC2)cc(OC)c1OC (centres undefined)
 : 2	10	-4
Brc1ccc(-c2nnc(-c3ccccc3)o2)o1
 : 0	4	29
O=C(OC1CCOC1=O)c1ccc2ncsc2c1 (centres undefined)
 : -8	-13	4
CCc1ccc(CCC(=O)Nc2ccc(OC)cc2)o1
 : 16	-5	-4
COc1ccccc1NC(=O)CN1C(=O)NC(C)(C)C1=O
 : -10	3	-14
CCC(=O)N(Cc1cc2cc(OC)ccc2[nH]c1=O)c1cccc(C)c1
 : -1	-19	-1
O=C(NC(=O)c1cccc(OC(F)(F)C(F)F)c1)OC1CCS(=O)(=O)C1 (centres undefined)
 : 5	2	-4
Cc1cc(C)c(C)c(OCC(=O)NCC2CCCO2)c1 (centres undefined)
 : -13	-16	-2
COC(=O)[C@H](CCSC)NC(=O)NCCC1=CCCCC1
 : 8	-18	-1
CC1CCCN(C(=O)c2ccncc2)C1 (centres undefined)
 : 4	-6	-2
CN=CC1=C(O)c2ccccc2C1=O
 : -11	-4	3
CCC1(CC)C(=O)NC(=O)NC1=NCCc1c[nH]c2ccccc12
 : 0	8	-6
O=c1[nH]cnc2cc(-c3ccccc3)sc12
 : -4	-7	42*
CC(C)(C)OCC(NC(=O)C(CC(N)=O)NC(=O)OC(C)(C)C)C(=O)OC(C)(C)C (centres undefined)
 : 0	-5	-6
CCN(C(=O)c1cc(Cl)ccc1OC)C1CCCCC1
 : 1	-2	-1
O=C(Nc1nccs1)Oc1ccccc1
 : -11	4	-5
COc1ccc(NC(=O)CS(=O)CC(=O)NC2CCCc3ccccc32)cc1 (centres undefined)
 : 13	2	0
COc1ccc(CCNC(=O)CC2Nc3cc(C)c(C)cc3NC2=O)cc1OC (centres undefined)
 : -8	1	4
COc1ccc(C2CC(C(F)(F)F)n3ncc(C(=O)NCc4cccnc4)c3N2)cc1OC (centres undefined)
 : 3	6	-1
CCc1cc(=O)oc2cc(OCC(=O)OC)c(Cl)cc12
 : 1	2	0
CCCCn1c(SCC(=O)Nc2cc(C)on2)nc2ccsc2c1=O
 : 6	-14	-3
COc1ccc(OC)c(C(=O)CSc2nnnn2C)c1
 : 3	-5	3
CCOC(=O)C1=C(C)N(C)C(C)=C(C(=O)OCC)C1c1ccncc1
 : -3	6	3
O=C(CCC(=O)CCN1CCCCC1)CCN1CCCCC1
 : -18	-8	-5
CCc1ccc2oc(=O)cc(CN3CCCCC3C)c2c1 (centres undefined)
 : -16	-8	1
CC(=O)c1cccc(NS(=O)(=O)c2c(C)noc2C)c1
 : -8	6	-4
Cc1nn(C)cc1/C=N/NC(=O)c1sc2ccccc2c1Cl
 : -9	0	4
N#Cc1cc2ccccc2nc1SCC(=O)Nc1ccccc1N1CCOCC1
 : -1	0	-3
CCOC(=O)C1CCCN(CC(=O)Nc2c(C(=O)OC)[nH]c3ccccc23)C1 (centres undefined)
 : 3	10	2

Next part.
Results follow in this order: RAD54 inh	FN deposition inh	esBAF inh
O=[N+]([O-])c1ccc(Cl)c(C2Nc3cccc4cccc(c34)N2)c1
 : -5	-7	-9
COc1cc(C(=O)NCC(c2cccnc2)N2CCN(C)CC2)cc(OC)c1OC (centres undefined)
 : -4	0	-9
c1coc(CNc2nc3ccccc3n2CCN2CCOCC2)c1
 : -9	2	-5
O=S(=O)(c1ccccc1)N1N=C(c2cccs2)CC1c1ccc(Br)cc1 (centres undefined)
 : -5	3	0
Cc1noc(NS(=O)(=O)c2ccc(NC(=O)CSc3n[nH]c(-c4ccccc4)n3)cc2)c1C
 : -2	0	-3
Cc1ccc(S(=O)(=O)CC(=O)NC(C)(C)C)cc1
 : 1	3	-1
S=C(c1ccccc1)N(c1ccccc1)c1ccccc1
 : 2	12	5
O=C(N/N=C/c1ccc[nH]1)c1sc2ccccc2c1Cl
 : -5	-4	55*
Cc1nc2ccc(NC(=O)Cc3cccs3)cc2s1
 : -1	-8	71*
C#CCN1C(=O)C(O)(CC(=O)c2cccc(OC)c2)c2ccccc21 (centres undefined)
 : -7	3	-4
O=C(c1ccccc1F)N1CCN(c2cccc(C(F)(F)F)c2)CC1
 : 9	-3	-5
CCCCOCCCNc1ncnc2c1[nH]c1ccccc12
 : 0	-1	-10
COc1ccc(Nc2nc(N)nc(C(F)(F)F)n2)c(OC)c1
 : -5	-31	4
COc1cc(NS(=O)(=O)c2ccc(NC(=S)NC(=O)CC(C)C)cc2)nc(OC)n1
 : -9	1	-1
NC(=O)CSc1nnc(CNc2ccc(F)cc2)n1CC1CCCO1 (centres undefined)
 : 6	-3	1
CSc1ccc(S(=O)(=O)Nc2ccc(S(=O)(=O)Nc3ccc(C)cc3)cc2)cc1
 : 0	0	-2
COCCNC(=O)CN(C(=O)CCC(=O)Nc1cc(C)on1)c1ccccc1C
 : 0	-5	7
CCOC(=O)N1CCN(C(=O)CSc2nc(-c3cccc(C)c3)ns2)CC1
 : 0	20	17
C=CCn1c(SCC(=O)Nc2cc(OC)c(NC(=O)c3ccco3)cc2OC)nnc1-c1ccncc1
 : 5	2	-1
CC(=O)Nc1ccc(S(=O)(=O)NC(=O)C23CC4CC(CC(C4)C2)C3)cc1
 : 3	5	-2

Entries from the list above containing a COOH group, in the order listed:
Results follow in this order: RAD54 inh	FN deposition inh	esBAF inh
CCCCc1cc(=O)oc2cc(C)cc(OCC(=O)O)c12
 : 1	-1	-3
O=C(O)C1C2C=CC(C2)C1C(=O)N1CCN(CCO)CC1 (centres undefined)
 : -6	2	-1

The list continues:
Results follow in this order: RAD54 inh	FN deposition inh	esBAF inh
CC(=O)c1cccc(NC(=O)Cc2cccs2)c1
 : 0	-3	19
CCOC(=O)CSc1nnc([C@H](Cc2ccccc2)NC(=O)OC(C)(C)C)o1
 : -4	5	7
CC1=C(C(N)=O)C(c2ccc3c(c2)OCO3)n2nc(-c3cccc(C)c3)nc2N1 (centres undefined)
 : 12	-5	-30
CC(C)(C)NC(=O)NC(=O)COC(=O)c1cc(=O)[nH]c2ccccc12
 : 9	-1	5
COCC(=O)N1CCCN(c2nc3c(C)cccc3cc2C#N)CC1
 : 12	4	-3
O=C(Cn1ccc2ccccc2c1=O)NCCC(=O)N1CCN(c2cccc(Cl)c2)CC1
 : -2	8	3
CN(Cc1nc2ccccc2c(=O)[nH]1)CC(O)COCc1ccco1 (centres undefined)
 : 6	0	-2
CC(C)NC(=O)Cn1cnc2c1c(=O)n(C)c(=O)n2C
 : 5	-1	-3
Clc1ccc2c(c1)-c1nnc(Br)n1-c1ccccc1S2
 : -6	-8	-1
NC(=O)C1C(c2ccccc2)=C1c1ccccc1
 : 2	1	4
COc1ccc2c(c1)CC/C(=C\c1ccc(OC)c(Cn3cccn3)c1)C2=O
 : 5	4	87*
COC(=O)CNC(=O)C(NC(=O)c1ccc(Cl)cc1)C(C)C (centres undefined)
 : -1	-4	-4
Cn1c(=O)[nH]c(=O)c2c1nc(CN1CCN(c3ccc(F)cc3)CC1)n2CCCc1ccccc1
 : -2	-2	5
O=C(Cc1cccs1)N1CCCC(c2nc(-c3ccc(S(=O)(=O)N4CCCC4)cc3)no2)C1 (centres undefined)
 : 7	-5	-4
Cc1cc(C)c2[nH]c(=O)c(C(c3nnnn3CC3CCCO3)N3CCC(C)CC3)cc2c1 (centres undefined)
 : 2	21	9
COC(=O)CCC(=O)Nc1ccc(S(=O)(=O)N2CCCCCC2)cc1
 : 3	-1	-1
Cn1ncc(Cl)c1C(=O)Nc1sc2c(c1C(N)=O)CCC2
 : -4	11	12
O=C(COc1ccccc1)NC1=NCCS1
 : 4	8	24
CC(C)C(c1nnnn1C1CCCCC1)N1CCc2ccccc21 (centres undefined)
 : -6	-2	4
COc1ccc(C(C(=O)Nc2ccc(F)cc2)N(C(=O)Cn2nnc3ccccc32)C2CC2)cc1 (centres undefined)
 : 3	6	-2

6 entries from above in a different format:
Molecule	RAD54 inh	FN deposition inh	esBAF inh
CC(C)NC(=O)Cn1cnc2c1c(=O)n(C)c(=O)n2C	5	-1	-3
COC(=O)CCC(=O)Nc1ccc(S(=O)(=O)N2CCCCCC2)cc1	3	-1	-1
CC(C)(C)NC(=O)NC(=O)COC(=O)c1cc(=O)[nH]c2ccccc12	9	-1	5
O=C(Cc1cccs1)N1CCCC(c2nc(-c3ccc(S(=O)(=O)N4CCCC4)cc3)no2)C1 (centres undefined)	7	-5	-4
CC(C)C(c1nnnn1C1CCCCC1)N1CCc2ccccc21 (centres undefined)	-6	-2	4
NC(=O)C1C(c2ccccc2)=C1c1ccccc1	2	1	4

Next section:
Results follow in this order: RAD54 inh	FN deposition inh	esBAF inh
O=C(Nc1ccc(NC(=O)C2CC2)nc1)c1ccccn1
 : -15	-4	-44
CCCOc1ccccc1-n1sc2c(c1=S)-c1cc(OC)cc3c1N(C(=O)C3=O)C2(C)C
 : 13	-4	2
CCC(=O)N1CCCc2cc(S(=O)(=O)N3CCN(c4ccccn4)CC3)ccc21
 : -8	7	-6
Cc1ccc(-n2c(-c3ccco3)nc3nc4ccccc4nc32)cc1F
 : -7	1	1
CS(=O)(=O)c1ccc2nc(NC(=O)CN3CCCCCC3)sc2c1
 : 1	2	11
CN(C)S(=O)(=O)c1ccc2[nH]cc(/C=C/c3nc4ccccc4c(=O)n3-c3ccccc3)c2c1
 : 6	1	-4
Cc1ccc(C(=O)OCC(=O)Nc2ncc(C(F)(F)F)cc2Cl)cc1NC(=O)c1ccco1
 : 3	0	-5
O=c1c2cc(F)ccc2[nH]c(=S)n1CCCN1CCOCC1
 : 8	-3	9
Cc1cccc(NC(=O)C2CC(=O)OC23CCCCC3)c1 (centres undefined)
 : -10	15	-5
O=C(Nc1ccc(OC(F)(F)C(F)F)c(NC(=O)c2ccc(F)cc2)c1)c1ccc(F)cc1
 : 7	-1	2
CC1C(c2ccccc2)N(C)CCC12NC(=O)NC2=O (centres undefined)
 : 4	7	1
CCN1CCN(Cc2c(OC)ccc3ccccc23)CC1
 : -11	-13	-12
CNc1cc(C(F)(F)F)nc(-c2ccccn2)n1
 : -11	-5	2

A portion of the library, so the mix of outcomes need not match the whole.
